Compound activity deposited in PubChem by several laboratories.
PERK inh: block of dimerizer-induced PERK translation repression, primary screen, PERK inhibitor project, CHO PERK-DD cells, SEAP luminescence, HTS. Eukaryotic translation initiation factor 2-alpha kinase 3 (Homo sapiens), Q9NZJ5. CHO PERK-DD fusion, SEAP luminescence translation reporter. inhibition, % at 5.6 µM. 0.17% of 220,000 active;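 active = inhibition above the mean inhibition of all tested compounds plus 3 SD, set separately per screening campaign, cut at about 2.9% in these data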;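 also: PERK kinase domain activated by AP20187 dimerizer at 100 nM; 0% = DMSO with dimerizer and 100% = rapamycin at 8.4 µM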
S1P4 agonist: S1P4 receptor agonists, primary screen, cell-based | Sphingosine 1-phosphate receptor 4 (Homo sapiens), O95977 | S1P4-expressing cell line, agonist reporter assay | activation, % at 4.98 µM | 0.35% of 220,000 active | AID 1509, 2009; in the data active = activation above about 11%;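 also: 0% = DMSO vehicle and 100% = reference agonist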
Target sequence (O95977 whole entry, looked up): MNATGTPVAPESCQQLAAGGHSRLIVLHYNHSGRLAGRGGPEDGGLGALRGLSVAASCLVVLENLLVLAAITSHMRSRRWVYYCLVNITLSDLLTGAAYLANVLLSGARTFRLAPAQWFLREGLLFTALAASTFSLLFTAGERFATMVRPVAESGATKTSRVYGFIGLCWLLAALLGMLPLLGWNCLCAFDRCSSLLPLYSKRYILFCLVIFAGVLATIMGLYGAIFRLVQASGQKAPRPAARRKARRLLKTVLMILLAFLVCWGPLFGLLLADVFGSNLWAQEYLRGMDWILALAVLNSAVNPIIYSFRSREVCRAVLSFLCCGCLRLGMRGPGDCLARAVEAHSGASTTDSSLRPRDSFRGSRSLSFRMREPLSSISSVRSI
BaF3 parental: parental Ba/F3 cell viability inhibition, counter-screen for JAK2V617F inhibitor project, murine pro-B, CellTiter-Glo luminescence; CellTiter-Glo ATP luminescence; inhibition, % at 5.6 µM; 1.1% of 220,000 active; AID 1486, 2009;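 active = inhibition above a per-campaign cutoff, the mean inhibition of all tested compounds plus 3 SD, cut at about 27% in these data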;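 also: 0% = DMSO wells and 100% = JAK Inhibitor I control wells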
TRPML3 ag: human TRPML3 channel agonists, primary screen, cell-based, HEK293 TRPML3-YFP, Fluo-8 calcium fluorescence, 3 µM | Mucolipin-3 (Homo sapiens), Q8TDD5 | 100% = the carbachol control signal | activation, % at 3 µM | 0.29% of 220,000 active | AID 1448, 2008;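 active = activation above its plate's cutoff, the mean activation of the plate's test wells plus 3 SD, cut at about 12% in these data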;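 also: 0% = DMSO only wells and 100% = carbachol wells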
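Test system: TRPML3-YFP stable HEK293 cells. Doses: single point at 3 µM. Incubation: dye loading 1 h 37 °C then 30 min ambient, 125 s read. Signal: Fluo-8 calcium dye fluorescence, ex 470-495, em 515-575 nm. Measure: percent activation from peak-to-basal fluorescence ratio, scaled between DMSO and carbachol.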
m-calpain inh: inhibitors of pig calpain II, primary screen, biochemical, fluorogenic peptide substrate, 1536-well; inhibition, % at 16 µM; 0.37% of 220,000 active; AID 1236, 2008; purified calpain II, 30 min;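 active = inhibition above about 50%, limit read from the data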
EP2 mod: EP2 receptor modulators, cAMP readout, primary screen, cell-based, HTRF cAMP, PGE2 stimulation. Prostaglandin E2 receptor EP2 subtype (Homo sapiens), P43116. EP2-expressing cells, cAMP HTRF FRET, PGE2 co-stimulation. induction, % at 25 µM. 0.83% of 260,000 active;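 active = compounds whose cAMP rise, as percent of the full-agonist control response, exceeds 60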;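 also: rat C6 glioma line stably carrying human EP2 under a CMV promoter; the protocol text gives 20 µM as final concentration; 100% = response of wells given 1 µM PGE2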
Target sequence (P43116 whole entry, looked up): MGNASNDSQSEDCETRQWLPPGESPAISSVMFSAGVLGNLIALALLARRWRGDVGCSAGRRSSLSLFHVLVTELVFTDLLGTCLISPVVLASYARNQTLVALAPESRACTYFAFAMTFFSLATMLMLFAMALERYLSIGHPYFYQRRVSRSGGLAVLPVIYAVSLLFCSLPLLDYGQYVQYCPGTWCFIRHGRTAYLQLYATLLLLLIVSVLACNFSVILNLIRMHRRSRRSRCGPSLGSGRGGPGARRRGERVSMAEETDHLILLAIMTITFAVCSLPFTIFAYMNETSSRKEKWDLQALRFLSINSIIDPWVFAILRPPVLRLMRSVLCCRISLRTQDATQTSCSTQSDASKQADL
zfTRPN1 agonist: zebrafish TRPN1 channel agonists, primary screen, cell-based, HEK293, calcium fluorescence; HEK293 zebrafish TRPN1-YFP, Fluo-8 calcium fluorescence; 100% = response to 87 µM carbachol; AID 1424, 2008; transient receptor potential cation channel N1 (TRPN1/NompC), Danio rerio; 0.18% of 220,000 active; activation, % at 3 µM;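 active = activation above its plate's cutoff, the mean activation of test wells on that plate plus 3 SD, cut at about 19% in these data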;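 also: 0% = DMSO alone and 100% = 87 µM carbachol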
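Material: zebrafish TRPN1-YFP in HEK293 cells; Doses: single test compound dose, 3 µM nominal, 0.3% DMSO; Timing: dye loading 1 h at 37 °C, then 30 min room temperature; Technique: intracellular calcium fluorescence with Fluo-8; Benchmarks: high carbachol 87 µM, low DMSO alone.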
Ba/F3 V617F tox: reduced viability of JAK2V617F-dependent Ba/F3 cells, primary screen, JAK2V617F inhibitor project, cell-based, Ba/F3 EpoR-JAK2V617F, luminescence; inhibition, % at 5.6 µM; ATP luminescence; AID 1446, 2008; 1.1% of 220,000 active;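 active = inhibition above the campaign mean plus 3 SD over all tested compounds, cut at about 24% in these data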;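 also: cytokine-independent growth of Ba/F3 cells driven by EpoR plus mutant JAK2; 0% = DMSO-treated cells and 100% = JAK inhibitor I control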
S1P4 antagonist: S1P4 receptor antagonists, primary screen, cell-based | S1P4-expressing cells, antagonist mode, reporter read-out | inhibition, % at 4.98 µM | Sphingosine 1-phosphate receptor 4 (Homo sapiens), O95977 | 0.26% of 220,000 active | AID 1510, 2009; in the data active = inhibition above about 29%;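 also: 0% = wells stimulated with agonist and 100% = vehicle wells without agonist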
* = called active by the depositor; & = joins results of further samples.

Values run as follows: PERK inh, S1P4 agonist, BaF3 parental, TRPML3 ag, m-calpain inh, EP2 mod, zfTRPN1 agonist, Ba/F3 V617F tox, S1P4 antagonist
1	O=C(COC(=O)c1c2c(nc3ccccc13)CCCC2)c1ccc(Br)s1
    -1.1, 1.6, 7, -0.2, 3, -16, -1.9, -2, -20
2	Clc1ccc(-c2nc(-c3ccccn3)no2)cc1Cl
    0.7, 0.8, -1, 0.4, 19, 17, 1.3, -2, -5
3	CC(C(=O)Nc1ccc(O)cc1)c1cccc(C(=O)c2ccccc2)c1 (stereo not given)
    -1.1, -0.4, 5, 2.0, -8, -91, 7.7, 0, 2
4	CCN(CC)Cc1c(O)ccc2c1O/C(=C\C=C\c1ccccc1)C2=O
    -0.9, 1.5, -3, 1.5, -23, -27, 4.8, 2, -4
5	CCc1nnc(NC(=O)C2=NN(C3CCS(=O)(=O)C3)C(=O)CC2)s1 (stereo not given)
    0.9, -0.7, -7, 0.0, -21, 32, 0.2, -3, 13
6	O=C(N/N=C/C=C\c1cccc([N+](=O)[O-])c1)c1ccccn1
    0.7, -1.6, 9, 1.0, 12, -5, -0.4, 2, -11
7	COC(=O)/C(C#N)=C(/Nc1ccc(F)c(Cl)c1)C(F)(F)F
    1.5, 0.8, -6, 0.6, -1, -18, 0.5, 4, -1
8	CCN(CC)S(=O)(=O)c1cc(Br)ccc1OC
    0.7, 0.8, -3, 0.2, 9, 33, -0.3, -6, 0
9	Cc1cc(C)n(-c2nc3ccccc3c3nc(C)nn23)n1
    0.6, 0.8, 6, 0.2, -9, 12, 1.8, 3, -12
10	O=C(Nc1ccc2c(c1)CCC2)C1CCN(c2ncccn2)CC1
    0.6, 1.5, 2, 0.1, -40, 3&-9, 0.0, -3, -18
11	Cc1ccc(C)c(N2CCN(C(=S)NC3CCCCC3)CC2)c1
    0.1, 0.9, 3, 0.9, 25, 14, -0.4, 1, -28
12	Cc1cc(N)n(-c2ncnc3scc(-c4ccccc4)c23)n1
    0.1, 1.1, -1, 0.9, 36, 0, -0.6, -6, -4
13	O=C1NC(=O)C(CC(=O)N(Cc2ccco2)C2(C(=O)NC3CCCC3)CCCCC2)N1 (stereo not given)
    -1.2, -1.6, 5, 1.3, -10, 18, 2.5, 1, -3
14	Cc1c(C(=O)O)cccc1-n1c(C)cc(/C=N/Nc2ccc([N+](=O)[O-])cn2)c1C
    0.5, -0.7, -4, 1.3, 9, -17, 2.2, -2, 0
15	CC(=O)c1cccc(NC(=O)c2onc(C)c2Cl)c1
    1.4, -0.2, 8, 0.7, -9, -2, 1.3, -2, -11

6 entries picked at random from those above, as already listed:
Values run as follows: PERK inh, S1P4 agonist, BaF3 parental, TRPML3 ag, m-calpain inh, EP2 mod, zfTRPN1 agonist, Ba/F3 V617F tox, S1P4 antagonist
9	Cc1cc(C)n(-c2nc3ccccc3c3nc(C)nn23)n1
    0.6, 0.8, 6, 0.2, -9, 12, 1.8, 3, -12
6	O=C(N/N=C/C=C\c1cccc([N+](=O)[O-])c1)c1ccccn1
    0.7, -1.6, 9, 1.0, 12, -5, -0.4, 2, -11
15	CC(=O)c1cccc(NC(=O)c2onc(C)c2Cl)c1
    1.4, -0.2, 8, 0.7, -9, -2, 1.3, -2, -11
8	CCN(CC)S(=O)(=O)c1cc(Br)ccc1OC
    0.7, 0.8, -3, 0.2, 9, 33, -0.3, -6, 0
11	Cc1ccc(C)c(N2CCN(C(=S)NC3CCCCC3)CC2)c1
    0.1, 0.9, 3, 0.9, 25, 14, -0.4, 1, -28
1	O=C(COC(=O)c1c2c(nc3ccccc13)CCCC2)c1ccc(Br)s1
    -1.1, 1.6, 7, -0.2, 3, -16, -1.9, -2, -20

(cont.)
Values run as follows: PERK inh, S1P4 agonist, BaF3 parental, TRPML3 ag, m-calpain inh, EP2 mod, zfTRPN1 agonist, Ba/F3 V617F tox, S1P4 antagonist
16	CC(C)c1ccc(-n2cccc2/C=C2/C(=N)N3C=CSC3=NC2=O)cc1
    -0.5, -1.2, 11, 0.4, -63, -13, 0.6, 4, 4
17	O=C(Nc1ccc(F)cc1)C1CC(=O)n2c(nc3ccccc32)N1 (stereo not given)
    0.5, 0.4, 4, 1.4, -8, 0, 1.8, -4, 6
18	Cc1csc(NC(=O)c2ccco2)n1
    0.7, 1.6, 5, 0.5, -24, -14, -0.1, 0, -3
19	CCOC1=NN(c2ccc(Cl)cc2)C(=O)/C1=C\N(C)C
    0.9, 2.1, 7, 0.1, -16, 16, 2.2, 0, -10
20	CCCCC(=O)NC(=S)Nc1nnn(CCC)n1
    0.5, 179*, -5, 0.3, -5, -5, 0.2, -4, 7
21	O=C1c2ccccc2NC(c2ccccc2)N1CCCN1CCOCC1 (stereo not given)
    -1.7, 2.2, -1, -0.1, -212, 2, 0.0, 5, -5
22	COc1ccc(CSc2nc3ccccc3c(=O)[nH]2)cc1F
    0.5, 1.3, 3, 1.7, -1, -13, -0.2, 3, 6
23	O=C(Nc1cccc(O)c1)c1ccccc1
    0.9, 0.6, 1, 0.0, -24, -3, -0.7, -4, -5
24	CCOC(=O)c1c(C)[nH]c(C(=O)/C(C#N)=C/c2ccc(OC)c(OC)c2)c1C
    -0.4, -0.2, -1, 0.6, 16, -32, 0.6, -3, -10
25	CCOC(=O)c1c(C)[nH]c(C(=O)Nc2ccc(NC(C)=O)cc2)c1C
    -0.1, -0.5, 8, 0.0, 26, -32, 2.0, 4, -6
26	C/C(Cl)=C/Cn1c(SCc2ccc(Cl)cc2)nc2c1c(=O)[nH]c(=O)n2C
    -0.3, -0.8, 6, 0.6, 11, 38&28, 0.7, 1, -26
27	COc1ccc2c(c1)CCC1=C2NC(=S)NC1c1ccc(N(C)C)cc1 (stereo not given)
    -1.7, 0.4, 7, -0.2, -64, 10, -1.4, 0, 4
28	O=C1c2ccccc2C(=O)N1CCCCSc1nc2ccccc2c(=O)n1CCCN1CCOCC1
    -0.7, -0.2, 13, -0.7, 11, -7, 0.1, 7, -10
29	O=C(CSc1ncn(-c2ccccc2)n1)Nc1ccc2c(c1)OCO2
    0.8, 2.4, 2, 0.6, -8, 8, -1.7, -2, -26
30	Cc1ccc(-n2c(Cc3cccn3C)nnc2SCC(=O)Nc2cc(C)on2)cc1
    -1.3, 0.2, 0, -1.1, 0, 27, -0.6, 0, -11

Next part.
Values run as follows: PERK inh, S1P4 agonist, BaF3 parental, TRPML3 ag, m-calpain inh, EP2 mod, zfTRPN1 agonist, Ba/F3 V617F tox, S1P4 antagonist
31	CCSc1nc2c(c(=O)[nH]c(=O)n2C)n1CC(O)COc1ccccc1C (stereo not given)
    -0.8, 3.1, 4, 1.7, 22, 9, 1.0, 0, -42
32	CN(C)C(=O)CSc1n[nH]c(-c2ccco2)n1
    0.7, 0.3, 0, 0.4, -8, 9, 1.1, -3, -23
33	CC1CN=C(N(C(=O)Nc2ccccc2)c2ccc(F)cc2)S1 (stereo not given)
    0.9, 0.3, 7, -0.3, -35, 34, 0.7, -2, -16
34	Nn1c(SCC(=O)NC2CCS(=O)(=O)C2)nnc1-c1cccs1 (stereo not given)
    0.9, 1.7, -1, 0.0, 4, -10, 2.0, 0, 6
35	COc1ccc(CCNC(=O)c2cc(CC(C)C)on2)cc1OC
    0.9, 1.4, 8, -0.4, -30, -8, 2.4, -1, -11
36	N/C(=N\c1nc2ccccc2o1)NC(=O)c1ccc([N+](=O)[O-])cc1
    0.5, 0.9, -3, 1.1, 0, -9, 0.6, -4, -14
37	Cc1cc(=O)[nH]c(NN=C2CCC(C(C)(C)C)CC2)n1 (stereo not given)
    -0.2, 3.6, 4, 1.2, -17, 6, 0.7, -3, -9
38	Cc1cc(=O)[nH]c(N=N/C(=N/Nc2ccc(O)cc2)c2ccccc2)n1
    0.1, 1.6, 1, 0.2, -6, -6, -0.3, -3, 0
39	Cc1ccc(-c2cc(C(=O)OC3CCOC3=O)c3ccccc3n2)c(C)c1 (stereo not given)
    2.9*, -1.4, -1, 0.0, 8, 44, 0.1, -4, -2
40	COc1ccc(CC(=O)OCC(=O)Nc2ccc(N3CCOCC3)cc2)cc1
    -0.1, -0.8, -4, 0.5, 25, -8, 0.3, 0, 11
41	COCCNC(=O)NC(=O)CN1CCN(C(c2ccccc2)c2ccccc2)CC1
    1.9, 1.2, 3, -0.1, -2, -4, -0.3, 0, 8
42	Cc1cc(C)nc(NCC(O)COc2ccccc2C)n1 (stereo not given)
    -0.1, 2.6, -1, -0.2, 7, -14&-10, 0.0, -2, -11
43	Cc1ccc(C(=O)NC2(C(Cl)Cl)N=C(c3ccccc3)N=C2N)cc1 (stereo not given)
    1.1, 0.5, 1, 0.3, -5, -12, -2.0, -3, -10
44	COc1cccc(C2CCCCN(C)C2=O)c1 (stereo not given)
    1.8, -0.7, 0, 1.3, 10, 12, -0.7, -3, 3
45	O=C(CSc1nccc(=O)[nH]1)N1CCCc2ccccc21
    -0.7, -3.2, 3, 0.8, 10, 23, -1.1, 0, -8

Further results
Values run as follows: PERK inh, S1P4 agonist, BaF3 parental, TRPML3 ag, m-calpain inh, EP2 mod, zfTRPN1 agonist, Ba/F3 V617F tox, S1P4 antagonist
46	O=C(NC(=S)Nc1ccccc1N1CCCCC1)c1ccccc1
    1.2, 0.8, 9, 3.2, 5, -17, 1.8, 4, -6
47	CCCCC(CCC(=O)Nc1cccc([N+](=O)[O-])c1)C(=O)O (stereo not given)
    1.9, -0.2, 0, 1.2, -22, 3, 4.2, 0, 8
48	CC(C)(C)n1nnnc1CN1CCN(C(c2ccccc2)c2ccccc2)CC1
    -1.7, -0.7, 6, -0.6, 9, 34, -1.9, 2, -17
49	O=C(Nc1cc(S(=O)(=O)N2CCOCC2)ccc1N1CCOCC1)c1cnccn1
    0.3, 1.8, 1, 0.0, 6, -5, -1.1, -5, -8
50	O=Cc1cn(CC(=O)N2CCCCC2)c2ccccc12
    1.2, 0.4, 6, 1.0, -13, 19, 0.9, -3, 2
